Source: PubChem (several laboratories)
Keap1-Nrf2 PPI – Keap1-Nrf2 protein-protein interaction inhibitors, primary screen, biochemical, fluorescence polarization, single point; inhibition, % at 9.4 µM; Kelch-like ECH-associated protein 1 (Homo sapiens), Q14145; 0.15% of 340,000 active; Keap1 Kelch-Nrf2 peptide fluorescence polarization, 1536-well; AID 504523, 2011; in the data active = inhibition above about 12%;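 also: human Keap1 Kelch domain with fluorescein labeled Nrf2 9mer peptide probe; 0% = neutral control wells and 100% = peptide positive control; higher means more block of Keap1 binding to Nrf2 peptide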
Target sequence (Q14145 whole entry, looked up, the tested form may be a part): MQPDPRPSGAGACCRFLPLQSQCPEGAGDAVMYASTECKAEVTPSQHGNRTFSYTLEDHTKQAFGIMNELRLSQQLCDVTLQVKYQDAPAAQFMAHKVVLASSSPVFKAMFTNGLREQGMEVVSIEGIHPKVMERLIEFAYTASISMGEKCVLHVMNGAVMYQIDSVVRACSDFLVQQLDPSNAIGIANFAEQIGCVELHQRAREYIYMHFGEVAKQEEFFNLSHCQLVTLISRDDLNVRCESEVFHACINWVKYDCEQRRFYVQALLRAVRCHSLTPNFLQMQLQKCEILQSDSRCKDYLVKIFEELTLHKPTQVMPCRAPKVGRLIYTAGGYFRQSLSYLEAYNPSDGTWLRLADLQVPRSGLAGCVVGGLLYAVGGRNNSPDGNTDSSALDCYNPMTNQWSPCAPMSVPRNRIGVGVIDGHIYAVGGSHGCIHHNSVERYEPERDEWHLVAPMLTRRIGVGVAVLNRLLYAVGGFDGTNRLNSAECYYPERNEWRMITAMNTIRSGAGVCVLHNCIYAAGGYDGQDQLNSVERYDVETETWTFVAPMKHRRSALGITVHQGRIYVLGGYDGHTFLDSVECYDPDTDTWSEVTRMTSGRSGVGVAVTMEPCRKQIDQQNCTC
C-LANA FP – inhibitors of KSHV C-LANA binding to DNA, primary screen, biochemical, fluorescence polarization, FAM-LBS DNA, MBP-C-LANA, single point | Kaposi's sarcoma herpesvirus LANA C-terminal domain (residues 932-1162) DNA binding | inhibition, % at 9 µM | 0.078% of 340,000 active;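 active = highest replicate inhibition at or above 60% at 9 µM, even if other replicates fall short; inactive = all replicates below 60% inhibition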;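 also: 0% = neutral control wells and 100% = 4 µM acridine orange control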
Arrestin-AP2 inh – inhibitors of beta-arrestin/AP2 binding, primary screen, biochemical, GPCR trafficking, flow cytometry; FITC-arrestin peptide / GST-AP2 beads; AP2 beta2 appendage carries R879A mutation; inhibition, % at 10 µM; 0.31% of 340,000 active; AID 504490, 2011;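 active = inhibition above a set limit, near 3 SD of compounds lacking own fluorescence, cut at about 54% in these data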;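 also: plate controls were DMSO wells for no effect and 5 µM unlabelled arrestin peptide for full effect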
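System: GST-AP2 R879A glutathione beads. Medium: PBS with 0.05% Tween 20 and 0.1% BSA. Also added: FITC-arrestin peptide, 50 nM. Incubation: 12 min plus 1 h, RT. Measured by: high-throughput flow cytometry of beads, ex 488, em 535 nm. Evaluation: percent drop in bead-associated FITC signal.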
V-ATPase pHluor – regulators of yeast V-ATPase proton pumping, primary screen, pHLuorin cytosolic pH fluorescence; 0.37% of 350,000 active; AID 504577, 2011; S. cerevisiae; response, % at 10 µM; in the data active = response mostly above about 7.3%, no sharp cut-off; inactive = mostly below about 5.4%; also: actives read high; inactives centre near 0; some compounds called inactive have numbers as strong as hits; reference of the scale not given here
DSG3 Ab inh – inhibitors of pemphigus antibody binding to DSG3, primary screen, biochemical, bead-based, flow cytometry, scFv-GFP | Desmoglein-3 (Homo sapiens), P32926 | DSG3-coupled beads, scFv-anti-DSG3-GFP binding; hits give low values | binding (percent of control), % at 10 µM | 0.48% of 310,000 active | AID 588358, 2011;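 active = binding more than 3 SD below its plate's average and above zero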;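 also: hits lower antibody fragment binding to DSG3; some compounds called inactive have numbers as strong as hits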
OPRM1-OPRD1 inv – inverse agonists of MOR-DOR heterodimerization, primary screen, cell-based, luminescence. cell-based MOR-DOR heterodimer luminescence, inverse agonism. inhibition, % at 9.3 µM. 0.21% of 340,000 active. Mu-type opioid receptor (Homo sapiens) + Delta-type opioid receptor (Homo sapiens), …; in the data active = inhibition above about 22%, passing the limit was not always enough;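 also: 0% = cells with DMSO and 100% = wells without cells with DMSO; values of inactives mirror those of a sister screen read the other way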
MOR-DOR ag – agonists of OPRM1-OPRD1 heterodimerization, primary screen, cell-based, luminescence; Mu-type opioid receptor (Homo sapiens) + Delta-type opioid receptor (Homo sapiens), …; 0.3% of 340,000 active; AID 504326, 2011; activation, % at 9.3 µM; cells; in the data active = activation above about 18%;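 also: 0% = vehicle-treated cells and 100% = reference agonist; values of inactives mirror those of a sister screen read the other way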
Wnt bcat act – Wnt/beta-catenin pathway activators, primary screen, cell-based, plate reader, single point | 1.2% of 300,000 active | Wnt/beta-catenin reporter cell assay, activator | activation, % at 9.35 µM; in the data active = activation above about 30%, passing the limit was not always enough;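 also: 0% = neutral control wells and 100% = positive control wells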
cardiac RTF act – cardiac RTF calcium sensitivity activators, primary screen, biochemical, IANBD-TnC fluorescence, EC20 calcium. IANBD-labeled TnC RTF fluorescence at EC20 calcium; 0% EC20 calcium, 100% full calcium. 0.24% of 340,000 active. AID 493008, 2010. activation, % at 7.2 µM. Troponin I, cardiac muscle (Homo sapiens) + Troponin T, cardiac muscle (Homo sapiens) + …;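 active = activation above the mean over all tested compounds plus 3 SD, cut at about 30% in these data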;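 also: rise in fluorescence read as greater calcium sensitivity of cardiac thin filaments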
RTF Ca sens inh – cardiac RTF calcium sensitivity inhibitors, primary screen, biochemical, IANBD-TnC fluorescence, EC70 calcium; Troponin I, cardiac muscle (Homo sapiens) + Troponin T, cardiac muscle (Homo sapiens) + …; IANBD-labeled cardiac RTF, Ca2+ fluorescence; inhibition, % at 7.15 µM; 0.12% of 340,000 active; AID 493244, 2011;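 active = inhibition above the mean inhibition of all tested compounds plus 3 SD, cut at about 17% in these data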;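 also: assay run at fixed EC70 calcium of 1.6 mM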
Starred values were filed as active, the others as inactive; x = not tested or not shown.

SMILES | Keap1-Nrf2 PPI | C-LANA FP | Arrestin-AP2 inh | V-ATPase pHluor | DSG3 Ab inh | OPRM1-OPRD1 inv | MOR-DOR ag | Wnt bcat act | cardiac RTF act | RTF Ca sens inh
COc1ccc(-c2cnnc(N/N=C/c3ccc(OC)c(OC)c3)n2)cc1 | -3 | -2.3 | 18 | -1 | 95 | 0 | 0.0 | x | 0 | -2
Cc1ccc(O)c(NC(=O)CN(C)S(=O)(=O)c2ccc(Cl)cc2)c1 | -1 | -7.4 | 19 | -4 | 99 | 1 | -0.2 | -1 | -6 | -1
O=C(CCC1CCCCC1)Nc1ccccc1-c1ccccc1 | -2 | -0.2 | -4 | 1 | 109 | -45 | 9.1 | -5 | -1 | -2
COc1ccc2cc3cc(C(=O)NCc4ccccn4)oc3nc2c1 | 6 | -2.3 | 42 | 10 | 66 | -3 | 0.6 | 1 | -6 | -18
NC(=O)CSCc1c(Cl)cccc1Cl | -3 | -0.3 | -1 | -2 | 88 | 11 | -2.0 | -2 | -2 | 7
Cc1cc2c(ncn2C)c(NS(=O)(=O)c2ccc(Cl)cc2)c1C | -1 | 0.7 | -6 | 1 | 106 | 0 | 0.0 | 3 | -1 | -4
Cc1ccc(S(=O)(=O)N2CCN(C(=O)COC(=O)c3ccccc3Cl)CC2)c(C)c1 | 3 | -1.0 | 6 | 4 | x | 3 | -0.7 | -1 | -2 | -2
C/C=C(\C)C(=O)NCCN1C2=NC[C@H](C)N2C[C@@H]1Cc1ccc(OC)cc1 | 0 | 0.2 | 4 | 6 | 101 | -4 | 0.7 | -1 | -1 | 2
CCCCCN(C(=O)CCC(=O)OCC(=O)N1CCC(C)CC1)c1c(N)n(CCCC)c(=O)[nH]c1=O | -5 | 1.1 | -22 | -1 | 91 | 8 | -1.3 | 8 | -2 | -2
CCOC(=O)N/N=C(C)/C=C/c1ccco1 | -7 | -0.3 | 0 | 0 | 85 | -11 | 1.6 | 19 | -2 | 6
COc1ccc(OC)c(CN2CCC(N3CCC(C(=O)NC4CC4)CC3)CC2)c1 | -4 | 1.3 | 1 | 11 | 131 | 3 | -0.6 | -3 | 3 | -9
COc1cc(/C=C2\CCC(C3CCCC3)C2=O)ccc1OC(C)C (centres undefined) | -4 | -0.3 | 8 | -2 | 100 | 7 | -1.5 | 10 | -2 | -8
Cc1ccc(NP(=O)(c2ccc(N(C)C)cc2NC(=O)c2cccs2)N2CCOCC2)cc1 (centres undefined) | -4 | -1.0 | 7 | 0 | 98 | -8 | 1.6 | 0 | 3 | 6
Cc1ccc(S(=O)(=O)N(C)C)cc1NC(=O)Nc1ccccc1F | x | x | -4 | 0 | 96 | x | x | 0 | x | x
O=C1CCCN1CCCNC(=S)Nc1ccc(Br)cc1Cl | -6 | 2.1 | 2 | 0 | 102 | 9 | -1.7 | 0 | 4 | -3

Shown with tabs: three of the compounds above
smiles	Keap1-Nrf2 PPI	C-LANA FP	Arrestin-AP2 inh	V-ATPase pHluor	DSG3 Ab inh	OPRM1-OPRD1 inv	MOR-DOR ag	Wnt bcat act	cardiac RTF act	RTF Ca sens inh
CCOC(=O)N/N=C(C)/C=C/c1ccco1	-7	-0.3	0	0	85	-11	1.6	19	-2	6
COc1ccc(OC)c(CN2CCC(N3CCC(C(=O)NC4CC4)CC3)CC2)c1	-4	1.3	1	11	131	3	-0.6	-3	3	-9
COc1cc(/C=C2\CCC(C3CCCC3)C2=O)ccc1OC(C)C (centres undefined)	-4	-0.3	8	-2	100	7	-1.5	10	-2	-8

(more compounds)
SMILES | Keap1-Nrf2 PPI | C-LANA FP | Arrestin-AP2 inh | V-ATPase pHluor | DSG3 Ab inh | OPRM1-OPRD1 inv | MOR-DOR ag | Wnt bcat act | cardiac RTF act | RTF Ca sens inh
Cc1cc2c(cc1C)C(c1cccc([N+](=O)[O-])c1)CC(=O)N2 (centres undefined) | -4 | -2.6 | 5 | x | 99 | -15 | 3.0 | 5 | 6 | -19
CC(NCc1cc(Br)ccc1OCC(=O)NCc1ccccc1)c1ccccc1 (centres undefined) | 3 | 0.2 | -26 | 2 | 100 | -169 | 33* | 0 | -1 | -1
Cc1cc(NC(=O)C(C)SCC(=O)Nc2ccccc2OC(F)F)no1 (centres undefined) | -2 | -1.7 | 4 | -3 | 110 | 10 | -1.9 | -1 | -2 | -1
NCCCC[C@@H]1NC(=O)c2cc([N+](=O)[O-])cc(F)c2NCCCC[C@@H](C(N)=O)NC(=O)[C@H](CCC(N)=O)NC1=O | -1 | -0.1 | 23 | 7 | 107 | 8 | -1.4 | 1 | -6 | 1
CCCCOc1ccc(C(=O)N/C(=C/C=C/c2ccccc2)C(=O)NC)cc1 | 1 | -0.7 | 4 | 8 | 106 | -15 | 2.0 | -3 | 0 | 6
CCOc1cc(/C=N/NC(=O)C(=O)NCc2ccc3c(c2)OCO3)ccc1OCC(=O)N1CCOCC1 | 1 | -0.7 | -13 | 0 | 93 | 16 | -3.1 | -4 | 0 | -8
O=C(N/N=C/c1cccs1)c1cc(C2CC2)nc2ccccc12 | 0 | 1.4 | -6 | 0 | 101 | 15 | -2.8 | -7 | 4 | 0
COc1cccc(OCCNC(=O)c2ccccc2Sc2ccccc2C#N)c1 | -4 | 0.1 | -2 | -1 | 99 | -2 | 0.4 | -2 | -1 | -16
C[C@H](NC(=O)c1nc[nH]c1C(=O)N[C@@H](CCCCN)C(=O)OC(C)(C)C)C(=O)OC(C)(C)C | 0 | 0.9 | -2 | 2 | 103 | 18 | -3.8 | 0 | 1 | -3
Cc1cc(C)c(NC(=O)CNC(=O)c2cc([N+](=O)[O-])ccc2N2CCOCC2)c(C)c1 | 0 | -0.8 | 6 | 6 | 101 | 13 | -2.0 | -2 | -7 | 5
Cc1cccc(NC(=O)C2CC(=O)n3cnnc3S2)c1 (centres undefined) | -7 | 0.3 | -14 | 2 | 109 | 6 | -1.3 | x | -2 | -7
O=C(NCCN1CCOCC1)c1ccc(Cl)c(S(=O)(=O)N2CCCC2)c1 | -5 | -0.4 | 8 | -1 | 108 | 22 | -4.2 | -1 | 0 | 1
COC(=O)[C@]1(C)N[C@H](CN(C)C(=O)NC(C)C)[C@@H]2C(=O)N(Cc3ccccc3)C(=O)[C@@H]21 | 6 | -1.4 | -2 | 0 | 101 | 8 | -1.6 | -1 | 1 | -12
CCN(CC)c1cnn(C/C(=N\OC)c2ccc(Cl)cc2)c(=O)c1Br | 0 | -1.5 | 28 | -3 | 96 | 6 | -1.1 | x | -3 | -1
O=C(CSCc1ccc(Cl)cc1)N/N=C/c1ccc(Cl)cc1Cl | 5 | -1.6 | 0 | 5 | 103 | 8 | -1.3 | -6 | 7 | -3
CCOC(=O)c1c(CN2CCNCC2)nc2ccc(Cl)cc2c1-c1ccccc1 | -6 | 1.7 | 4 | -1 | x | -25 | 5.2 | -3 | 5 | 2
COc1ccc(-n2cc(C(=O)O)c(=O)cc2C)cc1 | -4 | 0.4 | -6 | 2 | 94 | 2 | -0.2 | -4 | 0 | -6
Cc1ccc(NC(=O)CN(C)S(=O)(=O)c2ccc(Br)s2)cc1F | 0 | 4.4 | -10 | 0 | x | -25 | 4.5 | x | 3 | 4
CSc1ncccc1C(=O)OCC(=O)N(C)C | 3 | 0.9 | -10 | 1 | 101 | -1 | 0.1 | -2 | -4 | -5
NC(=O)c1ccc(C(F)(F)F)n(Cc2ccc(F)c(F)c2)c1=O | -5 | -0.5 | -1 | -3 | 96 | -59 | 11 | -3 | 2 | -8
Cc1ccc(C)c(OCCN2CCOCC2)c1 | -3 | -2.6 | 2 | 1 | 125 | 11 | -2.4 | 0 | 4 | -10
O=C(O)CONC(=O)c1cc(OCC(F)(F)F)ccc1OCC(F)(F)F | 2 | -0.1 | 22 | 0 | 102 | 6 | -1.0 | -3 | -1 | -6
O=C(COc1ccccc1)Nc1ccc2c(c1)nc1n2CCOC1 | -4 | 0.7 | 4 | 0 | 104 | 1 | -0.3 | x | -4 | -3
O=C(O)c1cc(NN=Nc2ccc(Br)cc2)cc([N+](=O)[O-])c1 | -3 | 0.2 | 34 | -2 | 99 | 20 | -3.7 | 7 | -7 | 5
O=C(Nc1ccc(Br)cc1)c1cccc(S(=O)(=O)Nc2cnc3ccccc3c2)c1 | -2 | -0.1 | 1 | 1 | 99 | -6 | 1.1 | -1 | 2 | 9
CCOc1ccccc1C(=O)N(CN1CCCC1=O)c1cccc(Cl)c1 | -3 | -1.6 | -7 | 0 | 105 | 8 | -1.6 | x | 0 | -5
CC1CC1C(=O)OCC(=O)NNC(=O)COc1ccc(Br)cc1 (centres undefined) | -2 | -0.1 | 2 | -1 | 97 | 15 | -2.4 | -1 | -7 | 0
Cc1ccc(OCC(=O)NCc2ccccn2)cc1 | -5 | -1.5 | -4 | 3 | 109 | 3 | -0.6 | 0 | 1 | 12
COCCNC(=O)c1sc2nc(-c3ccccc3)cn2c1C | 2 | -0.7 | 6 | 10 | 106 | 6 | -1.2 | x | 4 | -2
CN(C)NC(=S)Nc1ccc2nc(-c3ccccn3)c(-c3ccccn3)nc2c1 | -3 | 1.8 | 4 | -2 | 104 | -11 | 1.9 | 0 | -2 | -3
CCc1ccc(NS(=O)(=O)c2ccc3[nH]cc(C(=O)NCC4CCCO4)c(=O)c3c2)cc1 (centres undefined) | -3 | 3.2 | 0 | 4 | 76 | -1 | 0.2 | -1 | 3 | -9
CCOC(=O)CN1CCS(=O)(=O)CC1 | -5 | -0.4 | -25 | 1 | 103 | 9 | -1.6 | 0 | 5 | 9
Cc1cc(C=C2C(=O)c3ccccc3C2=O)c(C)n1-c1ccc(C(=O)O)cc1 | -8 | 1.8 | -8 | 1 | 102 | 23 | -4.4 | -1 | -8 | -1
Cc1[nH]c2ccccc2c1C1(O)C(=O)N(C(C)C)c2ccccc21 (centres undefined) | -1 | 0.2 | 12 | 1 | 98 | 12 | -2.7 | 0 | 4 | -5
c1ccc(C2=NOC(c3nnc(-c4ccccc4)o3)C2)cc1 (centres undefined) | -2 | 1.1 | 4 | -3 | 108 | 7 | -1.3 | 0 | 1 | -13
Cc1ccccc1-n1c(-c2ccc3ccccc3n2)n[nH]c1=S | -3 | -1.4 | -4 | 1 | 117 | 1 | -0.2 | 1 | 9 | -2
CC(=O)Nc1cc2c3c(c1)CCC(=O)N3CCC2 | -2 | 0.3 | -2 | 1 | 102 | 6 | -1.2 | 0 | 6 | -5

An unsorted share of the library, and some 3.1% of all compounds hit somewhere here.
